# NCI-60 one-dose screen, 48 h, at 10 µM unless noted. Numbers give growth in % (100 = growth as untreated, 0 = no growth, -100 = all killed).
# CAKI-1 = CAKI-1 renal cancer; hit rate 4.7% among 75,000; AID 1794772
# ACHN = ACHN renal cancer. hit rate 4.9% among 81,000. AID 1794771
# SN12C = SN12C renal cancer cells | hit rate 3.8% among 81,000 | AID 1794767
# NCI/ADR-RES = NCI/ADR-RES ovarian cells | AID 1794790 | hit rate 4.4% among 81,000
# TK-10 = TK-10 renal cancer cells. hit rate 3.9% among 81,000
# 786-0 = 786-0 renal cancer cells; hit rate 5.1% among 81,000; AID 1794775
# UO-31 = UO-31 renal cancer | hit rate 5.2% among 81,000
# IGROV1 = IGROV1 ovarian cancer; hit rate 4.7% among 79,000; AID 1794786
# The depositor's hits bear a star. The calls were made as follows: active = growth percent below 10; inactive = the rest.
SMILES,CAKI-1,ACHN,SN12C,NCI/ADR-RES,TK-10,786-0,UO-31,IGROV1
CC1(C)[C@@H]2CC[C@@]1(CS(=O)(=O)O)C(=O)C2,108,108,101,102,90,106,89,108

# A portion of the library; rates above refer to the full screens.
